# Assay outcomes deposited in PubChem BioAssay by several laboratories.
# LMPTP inh = LMPTP (human) inhibition; recombinant LMPTP-A, OMFP fluorogenic substrate, fluorescence intensity; P24666; inhibition, % at 20 µM; hit rate 0.22% among 360,000;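 active = compounds that cut the enzyme signal by at least half of the control window in the single-dose screen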;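 note: plate controls were DMSO wells with enzyme plus substrate for no effect and substrate without enzyme for full effect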
# Target sequence (P24666 whole entry, looked up): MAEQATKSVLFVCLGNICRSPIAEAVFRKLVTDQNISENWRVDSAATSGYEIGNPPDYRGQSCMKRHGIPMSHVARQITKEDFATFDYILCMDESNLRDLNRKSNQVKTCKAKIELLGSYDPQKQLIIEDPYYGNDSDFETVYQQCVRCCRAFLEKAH
#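 Assay system: LMPTP-A phosphatase enzyme | Input: 0.625 nM enzyme | Also added: Fluorogenic phosphatase substrate OMFP at 400 µM final | Compound dosing: One test concentration per compound, 20 µM, with 3% DMSO overall | Schedule: 50 min enzyme reaction at room temperature, protected from light | Signal: Fluorescence intensity | Benchmarks: no-enzyme and uninhibited controls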
# DNMT1 inh = inhibitors of human DNMT1; AID 588458; DNMT1 molecular beacon, Hinp1I cleavage, fluorescence; P26358; inhibition (reported as % activation of signal), % at 10 µM; hit rate 0.83% among 360,000; in the data active = inhibition above about 50%
# TbMetRS inhib = Trypanosoma brucei MetRS inhibition. purified T. brucei MetRS, ATP depletion, Kinase-Glo luminescence. inhibition, % at 11.9 µM. hit rate 0.4% among 360,000. AID 624268;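 active = inhibition above a per-plate cutoff of the control wells' mean inhibition plus 3 SD, cut at about 5.5% in these data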;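 note: 0% = DMSO wells median and 100% = median of wells with control inhibitor compound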
#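 Dosing: 11.9 µM single point; system: parasite MetRS enzyme; technique: luminescence of leftover ATP; times: 15 min enzyme-compound preincubation, 2 h reaction, 10 min detection, 25 °C; replicates: each compound tested once; read-out basis: percent inhibition relative to median high and low control wells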
# MLLE-PAM2 inh = inhibitors of microRNA-mediated deadenylation, human PABP1 MLLE binding; GST-MLLE / FITC-PAM2 fluorescence polarization; AID 588489; hit rate 0.36% among 360,000; inhibition, % at 20 µM; P11940; in the data active = inhibition above about 35%, passing the limit was not always enough;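 note: plate controls were DMSO wells with GST-MLLE for no effect and wells lacking GST-MLLE protein for full effect; some results filed as inactive read as strong as hits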
# Target sequence (P11940 whole entry, looked up): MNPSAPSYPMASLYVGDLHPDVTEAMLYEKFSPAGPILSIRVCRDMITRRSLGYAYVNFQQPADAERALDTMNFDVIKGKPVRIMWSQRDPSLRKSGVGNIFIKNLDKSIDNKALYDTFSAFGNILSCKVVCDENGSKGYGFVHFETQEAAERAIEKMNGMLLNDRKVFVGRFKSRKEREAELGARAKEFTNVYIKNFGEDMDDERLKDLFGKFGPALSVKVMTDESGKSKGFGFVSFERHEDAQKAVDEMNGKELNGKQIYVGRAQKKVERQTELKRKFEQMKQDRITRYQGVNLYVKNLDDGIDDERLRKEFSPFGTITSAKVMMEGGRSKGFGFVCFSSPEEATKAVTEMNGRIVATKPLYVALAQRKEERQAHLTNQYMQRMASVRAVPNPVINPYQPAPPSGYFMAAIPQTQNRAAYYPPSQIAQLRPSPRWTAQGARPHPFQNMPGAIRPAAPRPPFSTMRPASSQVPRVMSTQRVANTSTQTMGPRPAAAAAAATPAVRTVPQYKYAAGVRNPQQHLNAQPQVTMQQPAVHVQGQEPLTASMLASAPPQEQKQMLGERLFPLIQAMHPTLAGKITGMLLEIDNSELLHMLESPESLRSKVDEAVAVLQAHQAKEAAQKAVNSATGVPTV
# NadD block = NadD (S. aureus) enzyme inhibition; purified NadD enzyme, colorimetric absorbance read-out; inhibition, % at 20 µM; hit rate 0.78% among 360,000; in the data active = inhibition above about 26%; note: some compounds past the cut are filed as inactive
# SUMO1 PPI mod = alters human SUMO1 binding to SIM partners; P63165; hit rate 0.33% among 360,000; inhibition, % at 20 µM; SUMO1 binding to a labelled peptide, TR-FRET, 1 h; in the data active = inhibition above about 37%
# Target sequence (P63165 whole entry, looked up): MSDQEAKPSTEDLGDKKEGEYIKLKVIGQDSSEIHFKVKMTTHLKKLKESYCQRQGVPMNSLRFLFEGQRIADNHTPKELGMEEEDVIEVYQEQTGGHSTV
# CSN inh = CSN deneddylation inhibition; inhibition, % at 12.5 µM; AID 651999; hit rate 0.38% among 360,000; Q92905; Purified CSN, SCF-Nedd8-OG deneddylation, fluorescence polarization;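 active = pattern-corrected inhibition above about 35%, with an unprinted fluorescence ratio check between 0.5 and 1.5, limit read from the data, passing the limit was not always enough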;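 note: 0% = enzyme with substrate and 100% = substrate without enzyme; some results filed as inactive read as strong as hits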
#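 Assay system: Purified human Csn5 enzyme expressed in HEK293T cells | Amount: Enzyme 0.24 nM | Measured by: Fluorescence polarization readout | Medium: Tris/NaCl/DTT buffer, pH 7.5 | Compound dosing: One concentration, 12.5 µM, 0.25% DMSO | Times: 90 min incubation of compound, enzyme and substrate at room temperature | Control set: no-enzyme wells high, enzyme-with-substrate wells low | Read-out: % inhibition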
# Scp1 inh = inhibitors of human Scp-1 phosphatase; Recombinant Scp1, phosphopeptide, malachite green phosphate absorbance; Q9GZU7; hit rate 0.88% among 340,000; inhibition, % at 20 µM;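 active = inhibition above about 50% at 20 µM, limit read from the data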;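 note: plate controls were DMSO wells with enzyme for no effect and wells lacking enzyme for full effect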
# Target sequence (Q9GZU7 76-261 limits assumed): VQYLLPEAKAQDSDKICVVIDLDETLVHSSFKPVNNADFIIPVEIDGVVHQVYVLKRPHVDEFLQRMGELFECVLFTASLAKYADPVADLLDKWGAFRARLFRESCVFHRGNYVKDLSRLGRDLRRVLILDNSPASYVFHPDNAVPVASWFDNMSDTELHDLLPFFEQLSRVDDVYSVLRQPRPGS
#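 Test system: SCP-1 phosphatase catalytic domain, residues 76-261 | Compound dosing: One concentration, 20 µM, with 1.0% DMSO | Schedule: 45 min room-temperature reaction, 5 min colour, 30 min stabiliser | Detection: Absorbance at 630 nm | Read-out basis: % inhibition of SCP-1 phosphate liberation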
# Rpn11 inh = blocks the human proteasome subunit Rpn11; O00487; human 26S proteasome, Ub4-pepOG fluorescence polarization; 20S core pre-blocked with epoxomicin; calls only at 20 µM; hit rate 0.59% among 360,000;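 active = inhibition at 20 µM, scaled to each plate's controls, above about 33%, limit read from the data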
# STEP inh = blocks human striatal-enriched tyrosine phosphatase; recombinant STEP, OMFP fluorogenic substrate, fluorescence; inhibition, % at 20 µM; AID 588621; hit rate 0.25% among 360,000;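 active = inhibition at 20 µM, scaled per plate between control wells, above about 37%, limit read from the data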;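 note: 0% = DMSO with enzyme and substrate and 100% = substrate only without enzyme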
#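 Also added – OMFP at 25 µM · Test system – STEP tyrosine phosphatase · Technique – FITC-channel fluorescence of OMFP product · Schedule – 20 min at room temperature, dark · Evaluation – control-normalized % inhibition with plate pattern correction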
# * = called active by the depositor; i = inactive; . = no result given.
SMILES,LMPTP inh,DNMT1 inh,TbMetRS inhib,MLLE-PAM2 inh,NadD block,SUMO1 PPI mod,CSN inh,Scp1 inh,Rpn11 inh,STEP inh
CN[C@@H]1CC[C@H](c2ccc(Cl)c(Cl)c2)c2ccccc21,-0.2,3,-0.8,6,-4,-6,-2,-7,i,0
CNS(=O)(=O)c1cccc(C(=O)NCC(C)(C)N2CCCCC2)c1,-1.6,1,-0.4,-8,0,7,6,-5,i,0
CCN(C(=O)COC(=O)c1cc(S(=O)(=O)N2CCOCC2)c(Cl)cc1Cl)C1CCS(=O)(=O)C1 (centres undefined),5.5,8,-1.6,-9,0,1,-8,-4,i,0
Cc1cc(-c2nnc(CCC(=O)N(C)CCc3ccccc3)o2)no1,-0.8,1,-0.3,-6,-3,1,-2,-1,i,0
CC1CCN(S(=O)(=O)c2cc(C(=O)Nc3ccccn3)ccc2Br)CC1,-0.4,1,-0.3,16,1,9,4,-4,i,-3
COc1cc(CNCCNC(=O)c2nonc2N)ccc1OCc1ccc(Cl)cc1,-4.5,-1,1.5,-4,-12,-3,1,-1,i,-3
COc1ccccc1OC(=O)c1ccc(SC)cc1OC,0.2,-2,-1.6,1,-1,-2,-1,-13,i,-1
CCOC(=O)c1c(NC(=O)C2CC(Cl)=CCC2C(=O)O)sc2c1CCCCC2 (centres undefined),1.1,13,-0.2,9,11,18,6,28,i,-1
O=C(/C=C/c1ccco1)Oc1cc(Br)cc(/C=N/NC(=O)c2ccccc2O)c1,0.5,26,-0.8,-1,38*,6,8,-4,i,0
COc1ccc(/C=C2\SC(=O)N(CCC(=O)N(C)C3CCS(=O)(=O)C3)C2=O)cc1 (centres undefined),-0.9,0,-0.3,5,-7,-33,0,-8,i,2
O=S1(=O)NC(CC2=CCCCC2)C2CCCCC2O1 (centres undefined),0.7,3,0.1,-1,2,1,-4,50*,i,1
O=C(O)c1ccccc1S(=O)(=O)CC(=O)N1CCCCC1,-1.5,0,0.3,-8,-2,3,-1,-7,i,0
CC1CN(c2ccccc2)C(=O)CS1 (centres undefined),-0.4,6,0.2,-3,3,0,-2,1,i,3
NNC(=O)CN1C(=O)C2(OCCO2)c2ccccc21,0.3,3,-0.2,-8,2,0,-3,.,i,-2
CN(C(=O)CSc1nnc(C2CC2)n1C)C1CCCc2ccccc21 (centres undefined),-1.3,0,-0.4,22,1,4,-1,4,i,-1
O=C(CC1(O)C(=O)N(Cc2ccccc2Cl)c2ccccc21)c1ccco1 (centres undefined),0.7,11,0.3,21,-4,24,1,14,i,4
CC1(C(=O)NS(=O)(=O)c2cccc(C#N)c2)CCN1C(=O)Cc1cc(F)ccc1F (centres undefined),-1.2,-2,0.6,-7,-5,4,-4,.,i,1
CC(=O)c1cccc(NC(=O)CSc2nnc(-c3ccc(S(=O)(=O)N4CCCC4)cc3)o2)c1,-0.6,8,0.4,2,-6,-6,-3,-8,i,-4
CCOc1ccc(CNC(=O)CN2C(=O)CSc3ccc(S(=O)(=O)N4CCOCC4)cc32)cc1OC,-1.4,-1,-0.5,-7,-7,4,-1,-9,i,1
COc1ccc(C(CNC(=O)c2cccc3cccnc23)N(C)C)cc1 (centres undefined),-2.5,-1,0.4,9,-4,-2,28,-8,i,-4

# Results in CSN inh (5 entries from above):
mol | CSN inh
NNC(=O)CN1C(=O)C2(OCCO2)c2ccccc21 | -3
CC1CN(c2ccccc2)C(=O)CS1 (centres undefined) | -2
COc1ccc(C(CNC(=O)c2cccc3cccnc23)N(C)C)cc1 (centres undefined) | 28
CN(C(=O)CSc1nnc(C2CC2)n1C)C1CCCc2ccccc21 (centres undefined) | -1
CCOc1ccc(CNC(=O)CN2C(=O)CSc3ccc(S(=O)(=O)N4CCOCC4)cc32)cc1OC | -1

# 3 structures from above, sorted by SMILES length, high to low:
SMILES,LMPTP inh,DNMT1 inh,TbMetRS inhib,MLLE-PAM2 inh,NadD block,SUMO1 PPI mod,CSN inh,Scp1 inh,Rpn11 inh,STEP inh
CC1(C(=O)NS(=O)(=O)c2cccc(C#N)c2)CCN1C(=O)Cc1cc(F)ccc1F (centres undefined),-1.2,-2,0.6,-7,-5,4,-4,.,i,1
NNC(=O)CN1C(=O)C2(OCCO2)c2ccccc21,0.3,3,-0.2,-8,2,0,-3,.,i,-2
O=S1(=O)NC(CC2=CCCCC2)C2CCCCC2O1 (centres undefined),0.7,3,0.1,-1,2,1,-4,50*,i,1

# Other records:
SMILES,LMPTP inh,DNMT1 inh,TbMetRS inhib,MLLE-PAM2 inh,NadD block,SUMO1 PPI mod,CSN inh,Scp1 inh,Rpn11 inh,STEP inh
O=C(Nc1ccc(NC(=O)c2cc3ccccc3o2)cc1)c1ccco1,3.3,0,0.3,13,0,2,-2,2,i,2
FC(F)(F)c1ccccc1NC(=S)Nn1cnnc1,-0.3,1,-0.5,30,8,3,2,-8,i,4
CCn1ncc(/C=C/C(=O)Nc2c(C)nn(CC)c2C)c1C,-0.1,0,-0.1,13,-4,2,-1,-6,i,2
COc1ccccc1NC(=S)N1CCCc2ccccc21,-1.4,-5,0.0,27,1,-2,1,-3,i,-5
COc1cc(OC)cc(C(=O)NCCOc2ccccc2)c1,-0.1,1,-0.5,5,-3,0,8,-10,i,6
CC1CN(C(=S)SCCN2C(=O)CCC2=O)CC(C)O1 (centres undefined),-0.5,-1,-0.9,-6,-8,5,-13,-5,i,-2
N/C(=N\OC(=O)CN1C(=O)c2ccccc2C1=O)c1ccc(Br)cc1,1.0,-2,-0.2,13,-5,-5,-5,-24,i,8
CCCCn1c(N)c(N(CC)C(=O)CCc2ccccc2)c(=O)[nH]c1=O,-0.5,2,-1.0,5,0,-4,-2,1,i,2
O=C1c2ccccc2NC(c2ccccc2)N1c1ccc(O)cc1 (centres undefined),-1.1,1,0.1,3,-1,6,-2,-6,i,-3
O=C(c1cc(-c2cccs2)nc2ccccc12)N1CCN(c2ccccc2)CC1,3.4,-7,-0.5,1,5,-1,-2,-3,i,2
O=C(/C=C/c1ccc([N+](=O)[O-])cc1)NCCSc1ccccc1,-0.3,-3,-0.3,0,-5,-8,-2,-15,i,3
Nc1nc(CCl)nc(Nc2ccccc2)n1,-1.6,4,0.8,3,-7,4,-1,-9,i,0
CCC(C)[C@H](NC(=O)N1CCN(c2cccc(C(F)(F)F)c2)CC1)C(=O)OC (some centres undefined),-1.6,-1,-0.8,-4,-2,1,-6,-8,i,0
CCOC(=O)NNC(=O)C12CC3CC(CC(C3)C1)C2,-1.6,1,-1.2,16,-2,1,-6,6,i,0
C[C@H](NC(=O)c1nc[nH]c1C(=O)NCc1ccccc1)c1ccccc1,1.3,-1,-0.2,8,5,7,-2,-4,i,-2
COc1ccccc1C(=O)NC(=S)Nc1cccnc1Cl,1.0,1,-0.4,12,-3,0,2,24,i,-1
COc1ccccc1C(=O)NCCn1ccc2ccccc21,2.1,-4,-0.6,43*,5,-3,-5,-7,i,-1
O=[N+]([O-])c1cccc2cnccc12,0.7,-5,-0.3,-7,1,-34,-2,2,i,-3
CC1(Oc2cccc(C#N)c2)CCN(Cc2ccccc2OC(F)F)C1 (centres undefined),-1.4,0,-0.2,2,-5,3,6,.,i,3
Cc1nc(-c2ccccc2)nc2n[nH]c(N)c12,-0.9,-2,-0.3,6,-4,0,4,-14,i,0
COc1ccc(S(=O)(=O)Nc2cccc3c2O[C@H](CN(C)CC2CC2)[C@@H](C)CN([C@H](C)CO)C3=O)cc1,0.5,7,0.0,-4,-4,5,0,0,i,6
COc1cccc(Nc2nc3ccccc3n3cnnc23)c1,0.0,-2,-0.8,-23,-4,-11,6,-7,i,-1
S=c1[nH]nc(-c2ccccn2)n1/N=C/c1ccccc1,-0.7,8,-0.4,-17,-3,1,5,-5,i,1
CC(C)NC(=O)OCc1c(COC(=O)NC(C)C)c([N+](=O)[O-])n2c1CCC2,0.2,-4,-0.1,18,6,-20,-2,.,i,-4
O=C(Nc1ccc2c(c1)CCC2)c1cccc(F)c1,0.6,1,-0.3,-5,-3,-1,-5,-10,i,0
CC(=O)CSc1nnc(-c2cnccn2)n1-c1ccccc1,-1.6,3,-0.1,5,2,1,1,-4,i,1
CN1CCN(C(=O)c2cc3c(c(-c4cccc(C#CC(C)(C)O)c4)n2)[C@@H](CCO)N(S(=O)C(C)(C)C)C3)CC1 (some centres undefined),-1.3,-19,-0.2,16,-2,2,-4,.,i,3
O=C(NN1C(=O)c2ccccc2NC1c1ccc([N+](=O)[O-])o1)c1ccc([N+](=O)[O-])cc1 (centres undefined),1.5,1,0.2,16,-6,-10,1,0,i,-1
COC(=O)[C@H](Cc1ccc(O)cc1)NCCCn1cnc(C(=O)Nc2ccc(C)c(C)c2)n1,-1.1,4,-0.2,0,-5,3,-1,4,i,1
C/C(=N\NC(=S)NC1CCCCC1)c1ccccc1,1.2,4,0.1,6,0,3,-6,-3,i,0
O=C1CN(C(=O)c2ccccc2)C(c2ccccc2)c2cc(Cl)ccc2N1 (centres undefined),0.0,2,-0.8,-1,-2,1,4,0,i,-2
Cc1cccc(OCCOC(=O)C2CCN(S(=O)(=O)c3cccs3)CC2)c1,3.3,-5,-0.9,-6,-9,0,-4,-13,i,8
Cc1cccc(N2CCN(C(=O)CC(NC(=O)c3ccccc3)c3ccccc3)CC2C)c1 (centres undefined),0.0,4,-0.1,2,-2,5,-11,-5,i,-1
COc1cc2c(cc1OC)C1=C(C#N)CC/C(=N\S(=O)(=O)c3ccccc3)N1CC2,0.2,-5,1.4,-17,1,-20,-3,-17,i,3
CN1CCCN(C(=O)c2cccc3ccccc23)CC1,-1.1,2,-1.3,8,-1,5,0,-2,i,-2
O=C(/C=C/c1ccc2c(c1)OCO2)N1CCN(c2n[nH]c(=O)[nH]c2=O)CC1,-0.6,-1,0.0,0,-3,-12,-1,-12,i,-2
CCSc1ccc([C@@H]2[C@H]3C(=O)N(CC)C(=O)[C@H]3[C@]3(C(=O)OC)CCCCN23)cc1OC,2.4,-4,-0.1,8,3,7,0,1,i,1
CCCCCC[n+]1ccccc1/C=C/c1ccc(N(C)C)cc1,11,4,0.2,-112,-1,-83,100,.,.,-14
CCCCC(=O)OCC(=O)c1[nH]c(C)c(C(C)=O)c1C,-0.9,-1,-0.4,-7,12,0,2,4,i,-3
O=C(NCc1ccncc1)c1cc(C(=O)C2CCCCC2)c[nH]1,-0.5,0,-0.1,-3,2,2,-2,-5,i,-2
CCOc1ccccc1NS(=O)(=O)c1c[nH]c(C(=O)OC)c1,-1.1,1,-0.1,-8,0,-1,2,22,i,-3
